Runt-CBFb FRET: inhibitors of human RUNX1 Runt domain binding to CBFb. Cerulean-Runt/Venus-CBFb FRET ratio 530/480, 1 h. inhibition, % at 20 µM. actives 0.46% (n = 220,000);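 active means inhibition over about 50% at 20 µM in the single-dose screen, limit read from the data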;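 further: 0% = DMSO wells and 100% = excess unlabeled CBFb competitor control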
Target sequence (Q01196 whole entry, looked up, the tested form may be a part): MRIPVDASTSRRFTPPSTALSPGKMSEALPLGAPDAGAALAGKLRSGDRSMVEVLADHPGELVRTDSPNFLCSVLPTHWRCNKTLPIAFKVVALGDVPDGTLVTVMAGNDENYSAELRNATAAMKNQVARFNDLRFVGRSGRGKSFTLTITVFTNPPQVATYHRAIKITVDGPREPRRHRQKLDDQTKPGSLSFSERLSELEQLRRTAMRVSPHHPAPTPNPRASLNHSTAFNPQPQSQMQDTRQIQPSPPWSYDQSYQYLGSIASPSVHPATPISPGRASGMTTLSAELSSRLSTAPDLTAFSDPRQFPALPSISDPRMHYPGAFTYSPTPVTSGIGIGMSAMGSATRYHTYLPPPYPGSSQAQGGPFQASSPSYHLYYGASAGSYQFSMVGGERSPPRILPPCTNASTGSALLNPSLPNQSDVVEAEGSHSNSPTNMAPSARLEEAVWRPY
Target sequence (Q13951 whole entry, looked up, the tested form may be a part): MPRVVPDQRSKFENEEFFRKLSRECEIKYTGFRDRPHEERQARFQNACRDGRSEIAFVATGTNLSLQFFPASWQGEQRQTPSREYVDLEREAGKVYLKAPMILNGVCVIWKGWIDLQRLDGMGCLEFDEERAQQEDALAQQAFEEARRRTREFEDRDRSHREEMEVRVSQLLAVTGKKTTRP
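test system = Cerulean-Runt domain fusion protein, energy donor | probe or stimulus = Venus-CBFb binding partner, 100 nM | incubation = two 1 h room-temperature incubations shielded from light | detection = fluorescence energy transfer, 422 nm excitation, 530/480 nm emission | measure = loss of energy transfer signal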
EP2 mod: modulators of human EP2 prostaglandin E2 receptor; P43116; EP2-expressing cells, cAMP HTRF FRET, PGE2 co-stimulation; induction, % at 25 µM; actives 0.83% (n = 260,000); AID 940;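 active means compounds whose cAMP rise, as percent of the full-agonist control response, exceeds 60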;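 further: rat C6 glioma line stably carrying human EP2 under a CMV promoter; the protocol text gives 20 µM as final concentration; 100% = response of wells given 1 µM PGE2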
Target sequence (P43116 whole entry, looked up): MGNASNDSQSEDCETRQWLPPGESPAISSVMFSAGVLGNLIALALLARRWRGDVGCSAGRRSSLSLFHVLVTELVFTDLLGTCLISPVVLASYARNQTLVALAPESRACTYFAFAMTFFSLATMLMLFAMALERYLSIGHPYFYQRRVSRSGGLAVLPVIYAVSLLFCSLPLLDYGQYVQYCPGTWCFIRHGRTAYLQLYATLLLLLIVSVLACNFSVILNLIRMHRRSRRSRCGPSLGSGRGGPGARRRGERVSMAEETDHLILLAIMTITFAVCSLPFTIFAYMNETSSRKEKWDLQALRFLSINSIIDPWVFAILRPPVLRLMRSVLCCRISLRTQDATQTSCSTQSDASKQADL
TNF necrop inh: inhibitors of TNF-alpha induced necroptosis in Jurkat FADD-/- cells; activation (protection from cell death), % at 10 µM; actives 0.068% (n = 220,000); Jurkat FADD-/- TNF necroptosis rescue, ATP luminescence, 24 h; 0 = TNF only, 100 = no-TNF cells; AID 463075;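 active means activation, meaning protection from cell death, of at least 50% relative to plate controls; inactive means activation below 50%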;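 further: necroptosis triggered by 40 ng/mL TNF-alpha added together with compound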
PGE2 EP2 inh: EP2 receptor (human) inhibition | P43116 | C6 glioma cells expressing human EP2, cAMP TR-FRET; cells stimulated with saturating PGE2 | inhibition, % at 25 µM | actives 0.52% (n = 260,000) | AID 1422;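 active means percent inhibition above 40 after rounding to a whole number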;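 further: rat C6 glioma host cells with rolipram phosphodiesterase inhibitor present; the protocol text gives 20 µM as final concentration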
RBBP9 inhibitor: blocks human serine hydrolase RBBP9; recombinant RBBP9, FP-Rh probe fluorescence polarization; O75884; AID 1515; actives 0.2% (n = 220,000); inhibition, % at 7.94 µM;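 active means inhibition above the campaign mean of all tested compounds plus 3 SD, cut at about 14% in these data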;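 further: plate controls were DMSO wells with RBBP9 for no effect and wells lacking RBBP9 protein for full effect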
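System: RBBP9 protein / Quantity: 2.5 µM RBBP9 dispensing solution, before mixing / Also added: Serine-hydrolase probe FP-Rh, 375 nM pre-mixing / Dosing: 7.94 µM single dose, 0.794% DMSO / Timing: enzyme-compound preincubation 30 min, then probe labeling 45 min, 25 °C / Signal: FP readout at 525/598 nm / Controls: DMSO-treated enzyme wells and wells lacking RBBP9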
L929 necroptosis: blocks zVAD induced death of L929 cells; viability rescue, % at 10 µM; actives 0.38% (n = 220,000); AID 1377; L929 zVAD necroptosis rescue, ATP luminescence, 24 h; with zVAD 60 µM;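 active means activation, scaled between plate controls, above about 75%, limit read from the data; inactive means activation under that limit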;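 further: 0% = zVAD with DMSO and 100% = DMSO alone without zVAD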
Hck-Nef inh: blocks Nef-activated human Hck kinase | P08631 | Recombinant Hck-YEEI plus Nef, Z-Lyte FRET kinase assay | inhibition, % at 20 µM | actives 0.68% (n = 220,000);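 active means Hck-Nef kinase inhibition above about 50%, limit read from the data; inactive means inhibition below that limit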;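 further: 0% = DMSO with Hck plus Nef and 100% = Hck alone without Nef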
PERK inh: inhibitors of human PERK kinase | CHO PERK-DD fusion, SEAP luminescence translation reporter | inhibition, % at 5.6 µM | actives 0.17% (n = 220,000);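 active means inhibition above the mean inhibition of all tested compounds plus 3 SD, set separately per screening campaign, cut at about 2.9% in these data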;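 further: PERK kinase domain activated by AP20187 dimerizer at 100 nM; 0% = DMSO with dimerizer and 100% = rapamycin at 8.4 µM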
Runt-SMMHC FRET: Runt domain-CBFb-SMMHC interaction inhibition | actives 0.74% (n = 220,000) | AID 1434 | inhibition, % at 20 µM | Cerulean-Runt/Venus-CBFb-SMMHC FRET ratio 530/480, 1 h | Q01196+Q13951;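 active means mean inhibition across duplicate retests at 20 µM reaching about 50%, limit read from the data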;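 further: 0% = DMSO wells and 100% = wells with excess untagged CBFb-SMMHC; inhibitors lower the FRET ratio by blocking Runt binding to CBFb-SMMHC; some results filed as inactive read as strong as hits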
* = called active by the depositor; / = no result given; & = joins results of further samples. These rows are one share of the data; rates above refer to the full screens.

SMILES	Runt-CBFb FRET	EP2 mod	TNF necrop inh	PGE2 EP2 inh	RBBP9 inhibitor	L929 necroptosis	Hck-Nef inh	PERK inh	Runt-SMMHC FRET
C=CCC1(CN2CCCC2=O)C(=O)NC(=O)NC1=O	1	11	-0.4	4	-10	0.0	1	0.3	-1
CC(C)Oc1ccc(Cc2c(O)[nH]c(=O)[nH]c2=O)cc1	-2	9	-3.3	13	-6	-0.3	1	1.6	1
CCOc1ccc(-n2c(O)c(C=Nc3ccc(N(CC)CC)cc3)c(=O)[nH]c2=O)cc1	-100	1	-1.1	9	-1	1.8	1	1.4	-280
CN(C(=O)c1ccc(Cl)nc1)C1(c2ccccc2Cl)CCCCC1=O (stereo not drawn)	-2	-2	0.6	5	-5	-0.2	14	0.0	1
COc1cccc(NC(=O)CN2CC(c3ccccc3)CC2=O)c1 (stereo not drawn)	1	-7	-0.4	9	-6	0.7	2	0.1	-4
CN(CCOc1ccc(C=C2C(=O)NC(=O)NC2=O)cc1)c1ccccn1	2	-25	1.3	3	1	4.1	26	0.4	1
Cn1cccc1/C=C1\C(=O)NC(=O)N(Cc2ccccc2Cl)C1=O	-3	-72	-9.4	10	-7	-1.9	15	1.3	-2
N#CC1=C(N)Oc2c(c(=O)oc3ccccc23)C1c1ccc([N+](=O)[O-])o1 (stereo not drawn)	13	-4	-4.9	2	-6	-0.3	-13	0.7	5
Cc1c(C(c2ccc(F)cc2)c2c(O)c3ccccc3oc2=O)c(=O)n(-c2ccccc2)n1C (stereo not drawn)	0	37	0.5	3	-4	/	4	1.0	-3
CCc1cc2c(s1)N(CC(=O)OC)C(=O)CN=C2c1ccccc1OC	-1	-13&15	-1.4	11&4	-2	0.3	21	-0.7	2
CCOC(=O)c1c(C)n(CC(O)CN2CCOCC2)c2cc(Br)c(OC)cc12 (stereo not drawn)	-1	27	5.4	10	-5	12	22	0.6	1
O=C1NC(=O)N(c2ccc(Cl)cc2)C(=O)/C1=C/c1coc2ccc(O)cc2c1=O	6	7	-5.1	3	-14	-0.4	75*	2.0	-14
CCN1CCN(Cc2ccc(OC(F)(F)F)cc2)CC1	0	9	-0.3	10	-7	-0.1	0	-0.4	-3
Cc1oc2ccc(OC(=O)N(C)C)cc2c1C(=O)OC(C)C	-1	28	-2.1	6	3	0.1	1	0.4	0
CCN1CCN(C(=O)COc2ccc(S(=O)(=O)NC(C)C)cc2)CC1	2	2&25	0.7	15&21	4	-0.6	-4	1.3	-6
Cc1cccc(OP(=O)(Oc2cccc(C)c2)OC(c2ccccc2)C(F)(F)F)c1 (stereo not drawn)	-3	48	1.0	10	-6	/	6	0.7	-3
CN1CCC2(CC1)N=C(c1ccc(F)cc1)C(=S)N2	11	2	1.3	2	-7	3.2	29	0.2	-1
Cc1ccc(-n2c(C)nc3ccccc3c2=O)c(C)c1	2	22	-2.3	1	-8	0.2	19	0.3	-1
NS(=O)(=O)c1ccc(N=Cc2c(O)n(C3CCCCC3)c(=O)n(C3CCCCC3)c2=O)cc1	-1	51	-3.6	14	7	-0.6	-1	2.5	-5
C/C=C1/CN2C3CC1C(CO)(C(=O)OC)C2Cc1c3n(C)c2ccccc12 (stereo not drawn)	0	18	1.9	11	/	-0.4	30	/	-2
COP(=O)(OC)C(NC(=O)c1ccc(C)cc1)C(Cl)(Cl)Cl (stereo not drawn)	0	21	0.0	7	7	5.8	20	0.6	0
O=C1CN=C(c2ccc(Br)cc2)c2oc3ccccc3c2N1	0	-53	-2.5	13	1	-0.2	-1	-0.2	-2
CCC(=NCc1ccco1)c1c(O)n(-c2ccc(OC)cc2)c(=O)[nH]c1=O	1	3	-4.0	11	8	-0.2	1	-0.6	2
O=P1(NCCCn2cc[n+](Cc3nc4ccccc4[nH]3)c2)C=C(c2ccccc2)OC(c2ccccc2)=C1	1	21	2.6	1	-6	0.4	27	1.1	3
O=C1NC(=O)N(c2ccc(F)cc2)C(=O)/C1=C/c1ccc2c(c1)CCCN2Cc1ccccc1	-1	6	-2.4	10	-13	-0.2	35	-0.1	-13
Cc1ccc(OCC(=O)N2CCN(C3CCC(c4ccccc4)CC3)CC2)cc1 (stereo not drawn)	-5	13	0.4	5	-14	1.9	20	0.2	-4
O=C(NC[P+](=O)O)OCc1ccccc1	1	26	0.5	17	-1	0.2	-1	-0.3	4
CN(C)c1ccc(/C=C/[N+](=O)[O-])cc1	-19	-17	-1.4	21	1	0.1	4	1.1	-48
CCCCCCn1c(O)c(C(C)=NC)c(=O)[nH]c1=O	-3	9	0.5	6	0	-0.1	-9	-1.4	0
CCCCCCNC(=O)N[C@H](Cc1ccc(O)cc1)C(=O)NCCC[C@H]1CN2C(=NC[C@H]2CCC)N1CC1CCC1	43	15	1.4	/	/	-0.7	-38	/	49
O=C(COc1ccc(Cl)cc1)N(c1ccc(Cl)cc1)C1CN2CCC1CC2 (stereo not drawn)	0	-19	-4.0	4	-4	-1.1	21	-1.1	0
COc1ccc(NP(=O)(Oc2ccc(Cl)cc2)Oc2ccc(Cl)cc2)cc1OC	-2	-49	4.4	5	2	1.4	4	-0.1	0
Cc1c(N=Nc2c(O)n(C)c(=O)n(C)c2=O)c(=O)n(-c2ccccc2)n1C	0	-7	1.3	8	-14	0.3	0	-0.3	-6
O=C(Nc1ccccc1)N1CCC2(CC1)OCCO2	0	4	1.5	12	1	0.6	7	0.6	-2
CCN1CCN(c2ccc(NC(=O)C(C)C)cc2Cl)CC1	-3	-13	-0.3	17	-1	0.2	0	0.2	-3
Cc1cc(OCc2nn[nH]n2)c2c3c(c(=O)oc2c1)CCC3	-2	33	1.1	5	-2	0.1	-1	-1.3	2
C(=N\NC1=NCCCCC1)/c1c[nH]c2ccccc12	0	-9	1.3	5	-2	-0.3	8	-0.9	0
O=c1c2ccccc2nc(SCC2CCCCO2)n1-c1ccccc1 (stereo not drawn)	-1	64*	-2.4	7	-5	0.6	5	0.6	0
CSc1nc(N2CCN(C)CC2)c2ccccc2n1	2	-2	0.5	7	-5	0.1	5	0.1	0
O=C1NC(=O)C2(Cc3ccccc3N3CCCC32)C(=O)N1c1ccccc1 (stereo not drawn)	8	36	1.3	6	-2	1.8	-9	-0.5	24
CCOC(=O)C1CCN(/C=C2/C(=O)NC(=S)N(c3ccccc3F)C2=O)CC1	2	-2	1.3	4	0	0.9	23	1.0	-5
c1ccc2cc(CC3=NCCN3)ccc2c1	0	18&16	1.8	12&6	7	1.4	1	0.4	-4
CCOP(=O)(OCC)C(NC(=O)c1ccccc1)=C(Cl)Cl	-6	8	1.1	5	-1	0.0	1	1.1	-1
O=C1NC(=O)C(=Cc2ccc(OCCOc3ccc([N+](=O)[O-])cc3)cc2)C(=O)N1	6	-11	-4.6	14	-1	13	63*	0.4	-4
CCOC(=O)[C@@]12C(=O)C(=O)N[C@]1(c1ccccc1)C1OCCCC12 (stereo partly drawn)	-1	23	0.2	4	-7	-0.4	2	0.3	-3
O=C(Cc1ccccc1)N1CCN(Cc2ccccn2)CC1	-1	14	-0.3	/	7	0.6	-7	0.5	-6
C=CCC1(CN2CCCCCC2=O)C(=O)NC(=O)NC1=O	-2	19	0.0	13	-6	-0.1	2	1.1	-4
O=C(O)c1cc2ccccc2oc1=O	2	7	1.7	9	-5	1.4	1	-0.6	1
CC(=NCCc1ccccc1)c1c(O)[nH]c(=O)[nH]c1=O	0	-2	-1.8	7	-5	-0.6	7	0.3	0
CCn1cc(C(=O)NCc2ccccc2)c2ccccc21	0	-32	-2.7	5	-1	1.6	-7	1.0	-1

(next part)
SMILES	Runt-CBFb FRET	EP2 mod	TNF necrop inh	PGE2 EP2 inh	RBBP9 inhibitor	L929 necroptosis	Hck-Nef inh	PERK inh	Runt-SMMHC FRET
COc1ccccc1OCCCn1cc(C(=O)C2CC2)c2ccccc21	0	-35	2.4	1	-5	22	22	-1.4	1
O=[N+]([O-])c1ccc(NCCCN2CCOCC2)c2ncccc12	-6	16	0.8	4	-2	0.1	5	2.0	-7
Nc1ccnn1C1CCNCC1	-1	-13	-0.6	5	-2	-0.3	0	1.4	7
CCOc1ccc(-n2c(-c3cccs3)nc3ccccc3c2=O)cc1	2	29	-0.8	17	-7	10	17	1.5	-2
CCOP(=O)(OCC)C(O)c1ccc2c(c1)OCO2 (stereo not drawn)	0	-6	0.5	9	-8	1.2	10	-0.9	-1
O=C1NC(=O)N(c2ccc(Cl)cc2)C(=O)/C1=C\c1ccc(Sc2nc3ccccc3[nH]2)o1	13	-33	7.0	21	-141	0.7	57*	0.2	1
CC(=O)CC(C)(C)n1c[n+](C)nn1	3	-2	0.0	11	-2	-0.4	2	-0.6	5
CC(=NCC1CCCO1)c1c(O)n(-c2ccccc2)c(=O)[nH]c1=O (stereo not drawn)	1	2	-2.8	-2	-8	-0.1	0	0.6	-3
CNC(C(=O)c1ccccc1)C(OC)c1cccc([N+](=O)[O-])c1 (stereo not drawn)	0	-14	-2.3	11	-1	-0.6	10	-1.3	1
CC/C(=N\N1CCCCC1)c1c(O)[nH]c(=O)[nH]c1=O	-1	-20	-4.3	5	-2	0.9	17	-1.6	-1

Some of the entries above, set out differently:
Values in the order: Runt-CBFb FRET, EP2 mod, TNF necrop inh, PGE2 EP2 inh, RBBP9 inhibitor, L929 necroptosis, Hck-Nef inh, PERK inh, Runt-SMMHC FRET
> CCOP(=O)(OCC)C(O)c1ccc2c(c1)OCO2 (stereo not drawn)
    0, -6, 0.5, 9, -8, 1.2, 10, -0.9, -1
> CCOc1ccc(-n2c(-c3cccs3)nc3ccccc3c2=O)cc1
    2, 29, -0.8, 17, -7, 10, 17, 1.5, -2
> CNC(C(=O)c1ccccc1)C(OC)c1cccc([N+](=O)[O-])c1 (stereo not drawn)
    0, -14, -2.3, 11, -1, -0.6, 10, -1.3, 1

Next section
SMILES	Runt-CBFb FRET	EP2 mod	TNF necrop inh	PGE2 EP2 inh	RBBP9 inhibitor	L929 necroptosis	Hck-Nef inh	PERK inh	Runt-SMMHC FRET
C=CCn1c(=O)c(C=Nc2c(OC)cccc2[N+](=O)[O-])c(O)n(CCCC)c1=O	-7	54	-8.8	8	-8	/	5	0.0	-3
Cn1c(=O)cc(SCC(=O)N2CCC3(CC2)OCCO3)c2ccccc21	-3	2	-2.5	13	-4	1.1	2	0.8	-4
CN(C)c1ccc(/C=C2/C(=O)NC(=O)N(CCc3ccc(F)cc3)C2=O)cc1	0	-18	0.0	6	-10	0.8	26	1.0	-5
CCC(C)n1c(O)c(/C=N/NC(=O)c2ccncc2)c(=O)[nH]c1=S (stereo not drawn)	44	1	2.6	15	-12	0.5	10	0.8	77*
CCOC(=O)C(O)(c1ccc(N(CC)S(=O)(=O)c2ccc(C)cc2)cc1)C(F)(F)F (stereo not drawn)	-1	-26	1.9	9	6	0.6	-2	-1.6	-2
NCC1(c2ccc3c(c2)OCCO3)CCCC1	1	8	-0.4	15	2	-0.3	4	0.3	-9
O=C1CC2OCC=C3CN4CCC56c7cc([N+](=O)[O-])ccc7N1C5C2C3CC46 (stereo not drawn)	4	6	1.8	8	6	0.5	18	0.2	4
